AID2073: inhibitors of Mint1-CaV2.2 protein interaction, biochemical, HTRF (AID 2073). HTRF protein-protein interaction, Mint1-CaV2.2; higher % means a stronger effect. 290,000 tested, 0.19% active. Voltage-dependent N-type calcium channel subunit alpha-1B (Homo sapiens). inhibition, % at 20 µM, or IC50 in µM where a hit was titrated; in the data active means inhibition mostly above about 51%, no sharp cut-off; inconclusive means no clear call, values can overlap the other calls; inactive means mostly below about 53%; further: some results filed as inactive read as strong as hits
HEK293 NOD2/NF-kB: NOD2 signaling inhibitors, cell-based, luminescence, uHTS, HEK293 (AID 1566) | HEK293 NOD2/NF-kB luciferase reporter, luminescence; higher % means a stronger effect | inhibition, % at 4 µM; hits with a dose series show EC50 in µM | 290,000 tested, 0.63% active; further: many of its hits are not listed in these tables
Siah-1 displacement: Siah-1 peptide-binding antagonists, primary screen, biochemical, fluorescence polarization, rhodamine-plectin, uHTS (AID 1817); E3 ubiquitin-protein ligase SIAH1 (Homo sapiens); Siah-1 / rhodamine-plectin peptide fluorescence polarization; higher % means a stronger effect; one-dose displacement, % at 20 µM; IC50 in µM for titrated hits; 290,000 tested, 0.02% active;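 active means displacement of at least 50% at 20 µM, with a fluorescence ratio check between 0.3 and a set limit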;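 further: plate controls were Siah plus tracer with DMSO for no effect and tracer alone without Siah for full effect; strong numbers were not always called active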
XIAP displacement: XIAP antagonists, biochemical, IAP family, fluorescence polarization (AID 1018) | E3 ubiquitin-protein ligase XIAP (Homo sapiens) | XIAP BIR domain, fluorescence polarization peptide displacement; higher % means a stronger effect | one-dose displacement, % at 20 µM; IC50 in µM for titrated hits | 200,000 tested, 0.007% active; in the data active means displacement above about 50%; further: a part of the inactive calls stands beside numbers as strong as those of hits
NS5 inhibitors: Dengue-2 NS5 methyltransferase inhibitors, primary screen, biochemical, confirmation dose response (AID 588689); Dengue-2 NS5 methyltransferase capping enzyme assay, biochemical; higher % means a stronger effect; Genome polyprotein (Dengue virus type 2 (strain 16681-PDK53)); 340,000 tested, 0.3% active; one-dose inhibition, % at 25 µM; IC50 in µM for titrated hits; in the data active means a potency from the dose series; inconclusive means inhibition above about 29% without an active follow-up result
Myeloid diff 2: induction of myeloid progenitor differentiation, primary screen, cell-based, flow cytometry, MLPCN library. ER-HoxA9 myeloid progenitors, lysozyme-GFP differentiation. calls only at 10 µM. 360,000 tested, 1% active;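 active means normalized GFP-positive differentiation at or above the plate's own cutoff, the solvent-only control mean plus 3 SD; inconclusive means no clear call, values can overlap the other calls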;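 further: cells exposed to compound for four days before flow analysis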
Hep lipid drop: inhibitors of hepatocyte lipid droplet formation, primary screen, imaging, high-throughput imaging, BODIPY stain | AML12 mouse hepatocytes, oleate lipid droplets | inhibition, % at 6.5 µM | 240,000 tested, 0.4% active | AID 1656, 2009;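 active means lipid droplet intensity inhibited by at least 50%, with more than 500 cells counted; inconclusive means wells with under 300 cells, treated as cytotoxic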
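Assay system: AML12 mouse liver cells | Compound dosing: One dose, 6.5 µM compound | Read-out basis: Droplet intensity reduction, % inhibition | Measured by: Fluorescence imaging, 20x objective, two fields per well | Schedule: Overnight treatment with compound plus oleate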
LYP phosphatase: inhibitors of LYP phosphatase, biochemical, fluorescence intensity, uHTS (AID 1779); Tyrosine-protein phosphatase non-receptor type 22 (Homo sapiens); recombinant LYP phosphatase, fluorescence intensity; higher % means a stronger effect; inhibition, % at 11.5 µM, or IC50 in µM where a hit was titrated; 290,000 tested, 0.054% active;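 further: plate controls were vehicle with enzyme for no effect and no enzyme for full effect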
HIV fusion peptide: inhibitors of HIV fusion peptide binding, primary screen, biochemical, uHTS, fluorescence dequenching (AID 1986) | cell-free peptide binding, fluorescence dequenching, 30 min; higher % means a stronger effect | one-dose inhibition, % at 20 µM; IC50 in µM for titrated hits | 290,000 tested, 0.3% active; in the data active means inhibition mostly above about 52%, no sharp cut-off; inactive means mostly below about 76%; further: some results filed as inactive read as strong as hits
Hep lipid drop cells 6.5 µM: further read-out of Hep lipid drop, marked with its call; cell count; measured here: cell count, cytotoxicity flag;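 cells counted across two imaged fields per well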
NS5 inhibitors pilot replicate: second read-out of NS5 inhibitors, no call of its own (marks repeat the call); inhibition, %; measured here: pilot screen replicate inhibition
Myeloid diff 2 GFP+ MAC1+ %: recorded beside Myeloid diff 2, whose call it bears; GFP+ MAC1+ double positive, %; measured here: differentiation confirmed by MAC1 staining
The depositor's hits bear a star; i = inactive; ? = inconclusive; . = not tested or not shown. Unless noted, no stated cut-off is given here; in the data, active means inhibition above about 50%; inactive means the rest.

SMILES | AID2073 | HEK293 NOD2/NF-kB | Siah-1 displacement | XIAP displacement | NS5 inhibitors | Myeloid diff 2 | Myeloid diff 2 GFP+ MAC1+ % | Hep lipid drop | Hep lipid drop cells 6.5 µM | LYP phosphatase | HIV fusion peptide | others
CC(c1ccccc1)C1CC(=O)N(c2ccccc2)C1=O (configuration not stated) | -2% | 1% | 3% | . | -4% | i | 0.8 | -2 | 818 | 1% | 2.2%
Cc1cccc(N2CCN(C(=O)c3ccc(NS(=O)(=O)c4ccc5[nH]c(=O)[nH]c5c4)cc3)CC2)c1C | 25% | 0% | -1% | . | 5% | i | 1.3 | 10 | 816 | 5% | 2.8%
COc1ccc(-n2c(C)cc(C(=O)COc3ccc(C)nc3[N+](=O)[O-])c2C)cc1 | 12% | -5% | -2% | -2.2% | -5% | i | 0.5 | -89 | 621 | -2% | 4.7%
CCn1cc(/C=C(\NC(=O)c2ccc(OC)c(OC)c2)C(=O)NCCCN2CCOCC2)c2ccccc21 | -1% | 21% | -5% | . | -11% | ? | . | -42 | 437 | -5% | 0.4%
CN(C(=O)CSc1nc(C2CC2)nc2ccccc12)c1nc(-c2ccccc2)cs1 | 4% | 25% | 0% | -14% | 2% | i | 1.1 | . | . | -3% | -2.9%
Cc1ccccc1NC(=O)CSc1nc(N)c(C#N)cc1C#N | -2% | 5% | 0% | -4.9% | 2% | i | 1.5 | -1 | 808 | -8% | -1.0%
O=C(Nc1ccccc1)c1cc2c(=O)c3ccccc3oc2nc1C(F)(F)F | 10% | 2% | 0% | -4.7% | -4% | i | 1.4 | . | . | -2% | 2.7%
O=c1c(-c2ccc(O)cc2)coc2cc(O)cc(O)c12 | 14% | -109% | -1% | . | -7% | i | 2.7 | 16 | 737 | 2% | -0.3%
COc1ccc(CN2CCn3ncc(C(=O)Nc4cccc(C)c4)c3C2=O)cc1 | 12% | 2% | -1% | -5.3% | -5% | i | 0.5 | . | . | -3% | -2.6%
OC(COc1ccc(Cl)cc1)CN1CCN(c2ccccc2)CC1 (configuration not stated) | 3% | -2% | -6% | . | -4% | i | 0.4 | -7 | 827 | 0% | -1.6%
CSc1nc2sc3c(c2c2nncn12)CCC3 | 5% | 19% | -2% | -0.2% | -5% | i | 0.6 | 13 | 606 | -8% | -1.7%
COc1ccc(C(=O)OCC(=O)Nc2cc(C)c(C)cc2[N+](=O)[O-])cc1 | 2% | 15% | 25% | -7.9% | -3% | i | 0.2 | -10 | 702 | -8% | -1.7%
CCOC(=O)C1CCCN(c2nc3ccccc3nc2C(C#N)C(=O)OCCOC)C1 (configuration not stated) | 1% | -27% | 2% | -2.7% | -16% | i | 0.2 | -17 | 702 | 11% | 0.1%
COc1ccccc1-c1cc(C(F)(F)F)nc(N2CCCCC2)n1 | 14% | -2% | 1% | -0.5% | 4% | i | 5.6 | 5 | 797 | -7% | -2.4%
O=C(Nc1ccccc1)NC1(C(=O)N2CCN(C(=O)c3ccco3)CC2)CCCCC1 | 5% | 5% | 3% | -3.6% | -26% | i | 0.7 | . | . | -9% | 0.4%
O=C(CNC(=O)c1ccc(Cl)cc1Cl)NCC(=O)Nc1ccccc1N1CCOCC1 | 12% | 6% | 2% | -2.1% | . | i | 1.7 | . | . | -7% | -2.1%
CC(CCC(=O)O)C1CC[C@@]2(C)C3C(=O)CC4C(C)(C)C(O)CC[C@]4(C)C3C(=O)C[C@]12C (some centres not stated) | 8% | 14% | 4% | . | . | i | 0.3 | 2 | 759 | -6% | 1.1%
CCCn1c(SCC(=O)c2ccc(CC)cc2)n[nH]c1=O | -27% | 1% | 2% | 1.2% | -19% | i | 0.5 | . | . | 2% | 1.1%
CC(C)CCSc1nc(N2CCOCC2)c2c(c1C#N)CC(C)(C)OC2 | 5% | -18% | -4% | -5.3% | -3% | i | 1.8 | . | . | -1% | -2.6%
COc1cc(C2C(C#N)=C(N)Oc3n[nH]c(-c4ccncc4)c32)cc(OC)c1OC (configuration not stated) | 3% | 1% | -2% | -3.3% | -2% | i | 1.1 | . | . | -3% | -2.4%
CCOc1ccc(C(=O)N2CCN(Cc3ccccc3)CC2)cc1 | 12% | -11% | -2% | -4.3% | 3% | i | 0.9 | . | . | 2% | 2.4%
Cc1ccc(C(=O)NCCN(C)C)cc1C | 3% | 5% | 5% | -10% | -7% | i | 0.0 | 9 | 783 | -7% | 1.8%
COCCNC(=O)/C(C#N)=C/c1c(N2CCN(c3cccc(Cl)c3)CC2)nc2c(C)cccn2c1=O | 9% | 21% | -1% | . | -8% | i | 1.0 | 19 | 826 | -22% | -1.2%
COc1cc(OC)cc(C(=O)NC2CCSC2=O)c1 (configuration not stated) | 7% | -9% | 4% | 1.9% | 2% | i | 1.1 | . | . | -4% | 4.3% | NS5 inhibitors pilot replicate=-3.0
CC(=O)Nc1ccc(NC(=O)CCn2nnc3ccccc32)cc1 | 0% | 14% | -3% | -7.8% | -6% | i | 0.5 | 4 | 694 | -11% | 0.2%
CC(C)c1cc(C(=O)N2CCCC(Nc3ccc(F)cc3)C2)nc(N)n1 (configuration not stated) | -2% | -6% | 6% | . | -5% | i | 0.0 | -10 | 824 | -8% | 0.7%
CCN(CC)C(=O)C1CCCN(Cc2nc(-c3cccs3)no2)C1 (configuration not stated) | 9% | 14% | -2% | -7.9% | 2% | i | 0.2 | 0 | 742 | -9% | -0.8%
Clc1ncc(CN2CCN(Cc3ccccc3)CC2)s1 | -6% | 10% | -1% | -2.0% | -1% | i | 0.4 | 10 | 576 | -2% | -1.7%
O=C(CSc1ccccc1)NCc1ccco1 | 3% | -6% | -2% | -1.4% | 5% | i | 0.6 | 10 | 723 | -5% | 2.4%
O=C(CSc1nc2ncccc2[nH]1)Nc1ccc2c(c1)OCO2 | 5% | -16% | 0% | . | . | i | 0.2 | 3 | 689 | 2% | 1.0%
CN(C)CCNC(=O)/C(=C/c1cccc([N+](=O)[O-])c1)NC(=O)c1ccccc1 | 0% | 5% | -2% | -4.4% | -5% | i | 0.5 | 14 | 636 | 3% | -1.2%
NS(=O)(=O)c1ccc(-c2ccc(/C=N/NC(=O)c3ccccc3O)o2)cc1 | -9% | 40% | -2% | . | 5% | i | 0.4 | -13 | 734 | 1% | 4.8%
CSc1nc(S(=O)(=O)c2ccccc2)c(Cl)s1 | 4% | -5% | 0% | -1.8% | -1% | i | 0.3 | 4 | 718 | -4% | -0.7%
CN(CCc1ccccc1)c1ccc([N+](=O)[O-])cn1 | -5% | 5% | 1% | . | -3% | i | 0.4 | 16 | 790 | -8% | -1.1% | NS5 inhibitors pilot replicate=-0.9
NC(=O)COC(=O)c1cccc(S(=O)(=O)N2CCCCC2)c1 | -6% | 15% | 7% | 1.8% | 1% | i | 0.4 | -4 | 691 | -8% | -1.1%
O=C(Nc1ccccc1)n1cc(-c2ccccn2)c(N2CCOCC2)n1 | -12% | -5% | -1% | -8.1% | -18% | i | 0.0 | -11 | 677 | -4% | -0.9%
C=CCOc1ccc(/C=N/n2cncn2)cc1OC | 8% | 12% | 1% | 2.9% | -2% | i | 0.7 | -4 | 702 | -3% | 0.5%
CCn1c(C(O)c2cccc(OC)c2OC)nc2ccccc21 (configuration not stated) | -4% | 15% | -3% | -5.0% | -3% | i | 0.8 | -5 | 741 | -8% | -0.2%
CCOC(=O)CC(=O)Nc1ccc(C)cc1 | 11% | -4% | 0% | -6.4% | -1% | i | 0.8 | . | . | -5% | 6.4%
CN(C)CCN(Cc1ccccc1)c1ccnc(N(C)C)c1C#N | 4% | 16% | 5% | -3.5% | 4% | i | 1.1 | . | . | -4% | 2.6%
CC(=O)N1c2ccc(S(=O)(=O)N3CCCC(C(=O)NC4CCCC(C)C4C)C3)cc2CC1C (configuration not stated) | 2% | 16% | 0% | . | 7% | i | 0.0 | 0 | 725 | -12% | 2.0%
O=C(CCC(=O)N/N=C/c1ccc(Br)o1)N/N=C/c1ccc(Br)o1 | 19% | 5% | -5% | . | 0% | i | 0.3 | . | . | 2% | -1.9%
O=C(NCCNc1ccc2ccccc2c1)c1cccn2c(=O)c3sccc3nc12 | 34% | 26% | -2% | -4.9% | . | . | . | 8 | 651 | 5% | 0.7%
COc1ccc(CN(C(=O)CNC(=O)c2ccco2)C(C(=O)NCC2CCCO2)c2ccc(OC)c(OC)c2)cc1 (configuration not stated) | 6% | 9% | 1% | . | -13% | i | 0.2 | . | . | -4% | 0.4%
COC(=O)CN(c1ccccc1C)S(C)(=O)=O | 31% | 10% | 6% | -3.1% | 30% | i | 1.3 | . | . | -2% | 0.5%
Cc1cc(C)c(NC(=S)N2CCCC2C(=O)O)c(C)c1 (configuration not stated) | 5% | 18% | 28% | -2.6% | -8% | i | 0.3 | -3 | 501 | 5% | -1.6%
CC(=O)Nc1ccc2c(c1)CCCC2 | 7% | 18% | 2% | . | 5% | i | 1.1 | 10 | 681 | -1% | 0.4%
COC(=O)Cn1c(C(=O)N2CCCC2)cc2c1C[C@H]1CN(C(=O)c3ccccc3)[C@@](Cc3ccc(F)cc3)(C(=O)OC)[C@@H]21 | -12% | 16% | -2% | -1.2% | -14% | i | 1.6 | 17 | 739 | -7% | 1.7%
COC(=O)c1cc(OC)c(OC)cc1NC(=O)c1ccc(OC)cc1 | 5% | 18% | 2% | -4.2% | -5% | i | 0.9 | . | . | -3% | 4.1%
Cc1nn(CC#N)c(=O)n1-c1ccc(Cl)cc1 | -2% | 10% | 4% | -5.7% | 0% | i | 0.3 | -3 | 705 | -6% | -2.0%
Cc1cc(=O)oc(C)c1C(=O)NCC(C)NC(=O)c1c(C)cc(=O)oc1C (configuration not stated) | 3% | -10% | -3% | -6.2% | 0% | i | 0.8 | 6 | 701 | -5% | 0.4%
CC(C)OC(=O)Cn1c(=O)oc2ccccc21 | -3% | 5% | 1% | -3.2% | -1% | i | 1.0 | -7 | 793 | -7% | 11%

Ordered by heavy-atom count (low to high): some entries from above
SMILES | AID2073 | HEK293 NOD2/NF-kB | Siah-1 displacement | XIAP displacement | NS5 inhibitors | Myeloid diff 2 | Myeloid diff 2 GFP+ MAC1+ % | Hep lipid drop | Hep lipid drop cells 6.5 µM | LYP phosphatase | HIV fusion peptide | others
CCOC(=O)CC(=O)Nc1ccc(C)cc1 | 11% | -4% | 0% | -6.4% | -1% | i | 0.8 | . | . | -5% | 6.4%
CC(c1ccccc1)C1CC(=O)N(c2ccccc2)C1=O (configuration not stated) | -2% | 1% | 3% | . | -4% | i | 0.8 | -2 | 818 | 1% | 2.2%
NS(=O)(=O)c1ccc(-c2ccc(/C=N/NC(=O)c3ccccc3O)o2)cc1 | -9% | 40% | -2% | . | 5% | i | 0.4 | -13 | 734 | 1% | 4.8%

Bioassay records: PubChem BioAssay, several laboratories

The list is partial (hit frequency here may not be typical).
